Compound activity from PubChem.
Kir21 inh: Kir2.1 (mouse) channel inhibition; HEK293-Kir2.1, FluxOR thallium flux fluorescence; active compounds read low; B-score at 10 µM; 310,000 compounds, 0.85% hits;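 active means fluorescence ratio B-score at or below minus 3 SD of library scores, with starting-brightness B-score within 2 SD, cut at about -4.2 in these data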;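 further: channel flux triggered by added potassium and thallium sulfate stimulus; B-score of peak minus minimum fluorescence over baseline after thallium stimulus; more negative B-score means stronger Kir2.1 block with less thallium influx; some compounds called inactive have numbers as strong as hits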
Target sequence (P35561 whole entry, looked up): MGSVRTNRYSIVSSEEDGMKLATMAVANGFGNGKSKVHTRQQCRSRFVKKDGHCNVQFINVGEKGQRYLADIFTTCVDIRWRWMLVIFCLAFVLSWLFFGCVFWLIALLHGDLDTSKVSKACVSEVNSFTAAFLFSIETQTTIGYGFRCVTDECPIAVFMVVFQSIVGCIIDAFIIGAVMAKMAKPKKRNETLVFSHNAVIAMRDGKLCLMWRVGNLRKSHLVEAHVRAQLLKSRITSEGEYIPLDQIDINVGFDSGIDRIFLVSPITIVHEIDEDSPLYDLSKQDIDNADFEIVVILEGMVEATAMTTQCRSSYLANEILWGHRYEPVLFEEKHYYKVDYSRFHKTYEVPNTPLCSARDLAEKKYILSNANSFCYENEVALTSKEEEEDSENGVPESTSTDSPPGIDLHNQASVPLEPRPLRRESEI
CHT inh: human CHT choline transport inhibition. 310,000 compounds, 0.86% hits. B-score at 10 µM. Q9GZV3. CHT-expressing cells, membrane potential dye, choline response; active compounds read low;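 active means B-score over 3 SD under the library average, and starting fluorescence ratio not unusually high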;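 further: choline stimulus applied at its EC90 after an EC20 pre-addition; B-score computed on integrated fluorescence ratio after choline addition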
Target sequence (Q9GZV3 whole entry, looked up): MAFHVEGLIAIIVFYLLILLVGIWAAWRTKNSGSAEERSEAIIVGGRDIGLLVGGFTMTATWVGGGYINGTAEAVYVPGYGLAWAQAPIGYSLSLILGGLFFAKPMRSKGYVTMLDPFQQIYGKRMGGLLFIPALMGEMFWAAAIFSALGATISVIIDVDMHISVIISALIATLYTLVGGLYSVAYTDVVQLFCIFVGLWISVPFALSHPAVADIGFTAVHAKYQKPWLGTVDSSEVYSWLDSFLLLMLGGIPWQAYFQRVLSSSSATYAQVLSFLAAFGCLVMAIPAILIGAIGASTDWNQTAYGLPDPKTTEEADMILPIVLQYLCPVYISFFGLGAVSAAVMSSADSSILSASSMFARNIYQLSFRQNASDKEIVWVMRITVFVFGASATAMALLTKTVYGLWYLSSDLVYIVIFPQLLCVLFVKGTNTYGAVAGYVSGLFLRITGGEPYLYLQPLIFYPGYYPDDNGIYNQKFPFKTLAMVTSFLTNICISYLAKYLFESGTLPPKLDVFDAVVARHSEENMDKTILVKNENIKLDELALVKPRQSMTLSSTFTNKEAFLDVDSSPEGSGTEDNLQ
Active calls of the source: *; i = inactive; x = not tested or not shown.

Kir21 inh	CHT inh	SMILES
1	i	C=CCOc1nc2c(c(=O)n(C)c(=O)n2C)n1Cc1ccccc1
-3.1	i	COC(=O)c1cccc(S(=O)(=O)N2CCC(C)CC2)c1
-0.36	i	Cc1ccccc1NC(=O)CSc1nnc(-c2ccccc2)n1-c1ccccc1
0.25	i	C=CCNC(=O)c1ccccc1NC(=O)Cc1ccccc1[N+](=O)[O-]
2.9	i	Cc1cc(Nc2nc3c(c(=O)n(C)c(=O)n3C)n2C)n(-c2ccc(Cl)cc2)n1
0.3	i	CCOc1ccc(S(=O)(=O)N2CCN(CC)CC2)cc1NC(=O)c1ccccc1F
-0.07	i	Cc1ccc(C2N(c3ccc(F)cc3)C(=O)C3CCCN32)cc1 (stereo not given)
1.1	i	CCOP(=O)(c1ccccc1)C(O)c1ccc([N+](=O)[O-])cc1 (stereo not given)
-0.65	i	Cc1cc(-c2ccc(C)c(S(=O)(=O)N3CCN(C(=O)c4ccco4)CC3)c2)on1
0.43	i	CCCCn1c(N)c(N(CCOC)C(=O)c2cc(-c3ccc(C)cc3)nc3ccccc23)c(=O)[nH]c1=O
1.9	i	Cc1ccc(-c2nnc(Sc3nc4ccccc4o3)c3ccccc23)cc1
-0.57	i	COc1ccc(C(=O)N/C(=C\c2ccccc2)C(=O)NCCCn2ccnc2)cc1
-1	i	Cc1nc(N)ncc1Sc1ccc(Cl)cc1
-1.8	i	CN(C)N1C(N)=C(C#N)C(c2cccnc2)C2=C1CCCC2=O (stereo not given)
1.2	i	Cc1ccc(C(C(=O)NC(C)(C)C)N(CC2CCCO2)C(=O)c2csnn2)cc1 (stereo not given)
-0.01	i	CC(C)c1ccc(-c2nc(N3CCOCC3)[nH]c(=O)c2C#N)cc1
-1.1	i	COCCN(CCOC)Cc1c(O)ccc2c3c(c(=O)oc12)CCC3
1.1	i	COCCn1c(=NC(=O)CCS(=O)(=O)c2ccccc2)sc2ccccc21
-0.08	i	O=S(=O)(c1cccc(C(F)(F)F)c1)N1CCN(c2cnccn2)CC1
-0.13	i	Cc1ccc(C(=O)C[n+]2cccc3cc(C)ccc32)cc1
0.43	i	CC(NC(=O)C(=O)N1CCOCC1)C(c1cccs1)N1CCN(c2ccccc2)CC1 (stereo not given)
-0.23	i	COc1ccc(-c2nnn(CC(=O)N3CCOCC3)n2)cc1
-0.01	i	COc1ccc2c(c1OC)C(=O)OC2Nc1nc(-c2ccc([N+](=O)[O-])cc2)cs1 (stereo not given)
-0.57	i	CC(C)C(NS(=O)(=O)c1cccc2nsnc12)C(=O)N1CCCCC1 (stereo not given)
0.14	i	Cc1ccc(S(=O)(=O)N2CCN(CC(=O)NC(=O)NCc3ccco3)CC2)cc1C

One compound at a time (already shown). Screens in order: Kir21 inh	CHT inh
COCCN(CCOC)Cc1c(O)ccc2c3c(c(=O)oc12)CCC3 reads -1.1	i
CC(C)C(NS(=O)(=O)c1cccc2nsnc12)C(=O)N1CCCCC1 (stereo not given) reads -0.57	i
CCOc1ccc(S(=O)(=O)N2CCN(CC)CC2)cc1NC(=O)c1ccccc1F reads 0.3	i
COc1ccc2c(c1OC)C(=O)OC2Nc1nc(-c2ccc([N+](=O)[O-])cc2)cs1 (stereo not given) reads -0.01	i
Cc1cc(-c2ccc(C)c(S(=O)(=O)N3CCN(C(=O)c4ccco4)CC3)c2)on1 reads -0.65	i

Remaining list, next part
Kir21 inh	CHT inh	SMILES
-1.5	i	O=C(CC1C(=O)NCCN1Cc1cccc(F)c1F)NCCCC1CCCC1 (stereo not given)
-0.81	i	CCCNC(=O)N1CCN(C(c2ccccc2)c2ccccc2)CC1
0.36	i	COc1cccc(N2C(=O)C(c3ccccc3)=C(c3nc4ccccc4s3)C2NC(C)=O)c1 (stereo not given)
-0.01	i	O=C(Nc1ccccc1)Nc1nc(-c2ccccc2)cs1
0.84	i	COc1ccc(OCC(=O)NCc2cccnc2)cc1
0.11	i	COc1ccc(CN2CCN(C(C)C(=O)N3CCc4ccccc43)CC2)cc1OC (stereo not given)
2.7	i	Nc1nc2sc3c(c2cc1C(=O)N1CCOCC1)CCCC3
-0.09	i	C=C1CCc2c([nH]c3ccc(OCC(C)C)cc23)C1=O
-0.39	i	O=C(Nc1ccnn1C1CCN(C2CCC2)CC1)c1cccc(F)c1
-1.6	i	Cc1cccc(-n2c(O)c(C=NC3CCS(=O)(=O)C3)c3ccccc3c2=O)c1C (stereo not given)
-3.1	i	Cc1cc(C)nc(SCCCNCc2ccccc2)n1
-0.3	i	COc1ccc(S(=O)(=O)NC(C)C(=O)NCc2ccncc2)cc1Cl (stereo not given)
-0.13	i	CC(/C=C/c1ccccc1)NC(N)=O (stereo not given)
-1	i	Cc1cccc(N2CCN(C(=O)c3ccnn3C)CC2)c1C
1.3	i	Cc1nc([N+](=O)[O-])c(N2CCOCC2)n1Cc1ccccc1
-1.7	i	CCOC(=O)Nc1ccc2c(c1)N(C(=O)CN)c1ccccc1CC2
-0.28	i	COc1ccc(OC)c(NC(=O)C2CC2c2ccccc2)c1 (stereo not given)
2	i	COCC(=O)N(Cc1cc2ccc(C)cc2[nH]c1=O)c1ccccc1C
0.56	i	Cc1ccc(S(=O)(=O)NCCC(=O)N2CCC(Cc3ccccc3)CC2)cc1
-2	i	COc1ccccc1C(=O)N(CCC1CCCN1C)c1nc2ccccc2s1 (stereo not given)
-0.09	i	Nc1nnc(CCS(=O)(=O)c2cc(Cl)ccc2Cl)s1
0.04	i	O=C(COC(=O)c1cc(F)cc(F)c1)NCCCc1ccccc1
0.55	i	Cc1cccc(S(=O)(=O)Nc2ccc(-c3cn4ccccc4n3)cc2)c1
-0.48	i	CNC(=O)COc1ccc(C=O)cc1OC
0.61	i	CC(=C/c1ccco1)/C=N/NC(=O)c1ccncc1

Compounds listed so far containing a cyano group (2):
Kir21 inh	CHT inh	SMILES
-1.8	i	CN(C)N1C(N)=C(C#N)C(c2cccnc2)C2=C1CCCC2=O (stereo not given)
-0.01	i	CC(C)c1ccc(-c2nc(N3CCOCC3)[nH]c(=O)c2C#N)cc1

Continued.
Kir21 inh	CHT inh	SMILES
-6	i	CC(C)OCCCNC(=O)C1CC(=O)N(CCc2ccccc2)C1 (stereo not given)
-1.6	i	Cc1ccccc1OCC(=O)N=Nc1c(O)n(C)c2ccccc12
0.05	i	CCOc1cc(NC(=O)C(C)C)c(OCC)cc1NC(=O)Nc1ccccc1
-0.06	i	O=C(NC1CCCC1)C1CCCN(S(=O)(=O)c2cccc3cccnc23)C1 (stereo not given)
-0.67	i	CCCCCCCc1nc2c(=O)n(C)c3ccccc3c2o1
-0.09	i	Cc1ccc(C(=O)Nc2cc3[nH]c(=O)oc3cc2C)cc1
-1.4	i	CCOC(=O)C1CCN(C(=O)CSc2nc(N)cc(=O)[nH]2)CC1
0.53	i	O=C(O)c1cccc(NC(=S)NC(=O)C(c2ccccc2)c2ccccc2)c1
-1.4	i	O=C(COC(=O)CNC(=O)c1cccc([N+](=O)[O-])c1)NCc1ccco1
-0.17	i	COc1ccc(NC(=O)COC(=O)Cc2ccc(Br)cc2)cc1
-5.8*	i	CCC(C(=O)OC(C)C(=O)Nc1ccc(Cl)cn1)c1ccccc1 (stereo not given)
0.86	i	Cc1nn(CC(=O)Nc2c(F)cc(F)cc2Br)c(=O)c2cccn12
-0.8	i	O=C(Nc1ccccc1)O/N=C(\c1ccccc1)c1ccccn1
0.59	i	NC(=O)CN1C(=O)C(=O)N(Cc2cccc(Cl)c2)C1=O
0.82	i	CC(=O)c1cc(F)c(N2CCCC2)cc1C
-0.19	i	O=C(NCc1csc(-c2cccs2)n1)Nc1ccc(C(F)(F)F)cc1
-1.9	i	CCOc1cc(CNc2ccc(S(N)(=O)=O)cc2)cc(Cl)c1OC
-1.1	i	N#Cc1c(NC(=O)CN2CCN(S(=O)(=O)c3ccc4c(c3)OCCO4)CC2)sc2c1CCC2
2	i	CCN(CC)c1ccc(NC(=O)COC(=O)c2cccs2)cc1
0.1	i	Nc1ccc(N2CCN(c3ccccc3)CC2)c(F)c1
-0.03	i	O=C(C1CCCCN1S(=O)(=O)c1ccccc1)N1CCCCC1 (stereo not given)
0.01	i	COC(=O)CSc1nc2ccc(NC(=O)c3ccccc3C(=O)N3CCOCC3)cc2s1
-0.81	i	COc1cccc(NC(=O)c2nc(SC)ncc2Cl)c1
0.05	i	O=C(Nc1cc(S(=O)(=O)N2CCCCC2)ccc1Oc1ccccc1)C1=COCCO1
0.18	i	O=c1cnc(-c2ccc(Cl)cc2)cn1O
0.21	i	CC(C)CN1CCN(Cc2c[nH]c3ccccc23)CC1CCO (stereo not given)
0.45	i	Cc1c(C(=O)OCc2ccccc2)nnn1-c1nonc1N
0.59	i	CCn1nc(NS(=O)(=O)c2ccccc2[N+](=O)[O-])c2cc3ccc(C)cc3nc21
-0.98	i	CCc1ccc(-c2cc(C)no2)cc1S(=O)(=O)NCCc1ccc(S(N)(=O)=O)cc1
-6.5e-16	i	CCC(c1nnnn1CCc1ccccc1)N(Cc1ccco1)Cc1cc2c(C)ccc(C)c2[nH]c1=O (stereo not given)
0.13	i	CCCn1c(-c2ccc(C(=O)OC)cc2)nc2c1c(=O)[nH]c(=O)n2Cc1ccccc1
2	i	Cc1cccc(C(=O)NCCCN2CCCC2=O)c1
0.46	i	Cc1ccc(Cn2c(SCCN3CCOCC3)nc3c2c(=O)n(C)c(=O)n3C)cc1
0.71	i	CCCOc1c(Br)cc(C2C3=C(CCCC3=O)N(CC)C3=C2C(=O)CCC3)cc1OC
0.3	i	CCOC(=O)c1c(NC(=S)Nc2ccccc2)sc2c1CCN(CC)C2
-1.4	i	Cc1ccccc1C1c2[nH]c3ccccc3c2CCN1CCCn1cccn1 (stereo not given)
-0.63	i	COc1cccc(CNc2nc(-c3cccnc3)nc3ccccc23)c1
-0.05	i	O=C1C2C(c3ccccc3)C=CC(c3ccccc3)C2C(=O)N1CCO (stereo not given)
-0.82	i	CCCCC(=O)N(CCOC)c1nnc(-c2cccnc2)s1
-0.76	i	CCN(CC(=O)Nc1c(F)cccc1F)C(=O)CCc1nc2cc(S(=O)(=O)N(C)C)ccc2n1CC
1.4	i	CCc1ccc(N2CCN(C(=O)c3ccc4c(c3)OCO4)CC2)cc1
1.4	i	COc1cccc(-n2nc(C(N)=O)c(O)cc2=O)c1
0.63	i	CC(Nc1ncnc2ccccc12)c1ccccc1 (stereo not given)
1.6	i	COc1ccc(C(=O)COC(=O)c2cnc(C)cn2)c(OC)c1
0.03	i	COC(=O)c1cn(CC(=O)N2CCCCC2C)c2ccccc12 (stereo not given)
0.87	i	CC1(C)C2CCC1(C)C(NCC(O)COc1ccc(C#N)cc1)C2 (stereo not given)
-0.38	i	CCc1ccc(C(O)(CC(C)C)C(CN2CCOCC2)c2ccccc2)cc1 (stereo not given)
-1.1	i	Cc1noc(C)c1S(=O)(=O)NC1CCCc2ccccc21 (stereo not given)
2	i	C=CCn1c[n+](CC(=O)c2ccc(Br)s2)c2ccccc21
-1.8	i	CCCn1c(SCC(=O)c2ccc3c(c2)OCCO3)nnc1C(C)C

A second format for part of the listing above:
O=c1cnc(-c2ccc(Cl)cc2)cn1O
  Kir21 inh = 0.18 | CHT inh = i

CC(C)CN1CCN(Cc2c[nH]c3ccccc23)CC1CCO (stereo not given)
  Kir21 inh = 0.21 | CHT inh = i

Cc1c(C(=O)OCc2ccccc2)nnn1-c1nonc1N
  Kir21 inh = 0.45 | CHT inh = i

Later entries:
Kir21 inh	CHT inh	SMILES
-0.64	i	O=C(c1cccs1)N1CCC(C(=O)N2CCN(Cc3ccc4c(c3)OCO4)CC2)CC1
-0.43	i	CCN1CCN(S(=O)(=O)c2ccc(S(=O)(=O)N(CC)Cc3ccccc3)cc2)CC1
0.84	i	CCCc1ccc(OCC(O)CN2CCN(c3ccccn3)CC2)cc1 (stereo not given)
-0.06	i	O=S(=O)(c1ccccc1Cl)N1CCCC1c1nc(-c2cccc(Cl)c2)no1 (stereo not given)
x	i	c1csc(-c2nc3ccccc3[nH]2)c1
0	i	O=C(Cn1c(C(F)(F)F)nc2ccccc21)NCCCN1CCOCC1
-12	i	C=CCN1C(=O)/C(=C/C=C2/N(CC)c3ccc(S(=O)(=O)N(C)C)cc3N2CC)SC1=S
-0.13	i	COC(=O)c1sccc1NC(=O)c1ccc(C)o1
1.9	i	O=C(NCc1ccncc1)C12CC3CC(CC(Cl)(C3)C1)C2
2.2	i	CC(NC(=O)Cc1cccs1)c1ccccc1 (stereo not given)
0.25	i	O=C(c1ccc(-c2ccccc2)cc1)N1CCN(C(=O)c2ccco2)CC1
0.01	i	CC12CCC(c3c(C(=O)Nc4nccs4)nn(-c4ccccc4)c31)C2(C)C (stereo not given)
0	i	O=C(NCC1CCCO1)c1ccc(COc2ccc(Br)cc2)cc1 (stereo not given)
0.58	i	O=C1COc2ccc(S(=O)(=O)N3CCc4ccccc43)cc2N1
0.37	i	O=C(CN1C(=O)NC2(CCCCC2)C1=O)Nc1nc2c(F)cc(F)cc2s1
-0.02	i	COC(=O)c1cc(C(=O)Nc2ccc(S(N)(=O)=O)cc2)cc([N+](=O)[O-])c1
-0.92	i	CCOC(=O)c1cccc(NC(=O)CCc2c(C)nc3ncnn3c2C)c1
-3.6	i	O=C(NCc1cccnc1)C1c2ccccc2C(=O)N1Cc1ccco1 (stereo not given)
-1.2	i	N#CCCN(C(=O)Nc1ccc(Cl)c(Cl)c1)c1ccccc1
-0.64	i	O=S1(=O)c2ccccc2N=NN1Cc1ccc(Cl)c(Cl)c1

Part of the list above in a different format:
O=C(NCc1cccnc1)C1c2ccccc2C(=O)N1Cc1ccco1 (stereo not given)
  Kir21 inh: -3.6; CHT inh: i
N#CCCN(C(=O)Nc1ccc(Cl)c(Cl)c1)c1ccccc1
  Kir21 inh: -1.2; CHT inh: i
